NOD2-RIPK2 inh: blocks binding of human NOD2 to RIPK2; O43353; CHO BLA complementation NOD2-RIPK2, CCF4 ratio; inhibition, % at 4.98 µM; 0.38% of 360,000 active; AID 624267; in the data active = inhibition above about 21%;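 also: 0% = vehicle only and 100% = reference blocker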
Target sequence (O43353 whole entry, looked up): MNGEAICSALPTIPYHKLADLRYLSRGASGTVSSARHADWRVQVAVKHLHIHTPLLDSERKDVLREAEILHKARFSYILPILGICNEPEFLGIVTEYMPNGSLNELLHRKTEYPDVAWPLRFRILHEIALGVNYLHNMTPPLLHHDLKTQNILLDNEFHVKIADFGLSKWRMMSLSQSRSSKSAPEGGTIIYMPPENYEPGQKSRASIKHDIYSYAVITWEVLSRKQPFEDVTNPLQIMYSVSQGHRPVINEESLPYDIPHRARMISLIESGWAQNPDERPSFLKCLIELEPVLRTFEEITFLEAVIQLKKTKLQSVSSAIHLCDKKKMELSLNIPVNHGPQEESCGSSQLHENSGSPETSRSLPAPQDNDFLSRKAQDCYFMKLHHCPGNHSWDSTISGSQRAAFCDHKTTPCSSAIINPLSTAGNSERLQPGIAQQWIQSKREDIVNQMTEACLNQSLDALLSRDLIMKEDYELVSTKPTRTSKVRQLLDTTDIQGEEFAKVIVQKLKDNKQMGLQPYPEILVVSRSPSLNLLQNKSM
Cardio protect: myocardial damage modulation in H9c2 cells; H9c2 cardiomyocytes, H2O2 injury protection, ATPLite, 2 h; protection from H2O2 cell death, % at 20 µM; 0.63% of 360,000 active; AID 588492;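 active = compounds giving at least 50% protection of heart cells from peroxide-induced death in the single-dose screen, raw or plate-pattern-corrected value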;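 also: 0% = DMSO wells with peroxide and 100% = DMSO wells without peroxide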
HTR2A ag: activates the mouse 5-HT2A serotonin receptor. P35363. CHO-K1 mHTR2A beta-arrestin complementation, luminescence; percent of 30 µM serotonin response. activation, % at 7.6 µM. 0.66% of 360,000 active. AID 624169;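 active = activation above a run cutoff, the mean activation of all tested compounds plus 3 SD, cut at about 14% in these data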;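 also: 0% = plate median of compound wells and 100% = 30 µM serotonin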
MC4R ag barr: activates human MC4R beta-arrestin recruitment; P32245; U2OS MC4R beta-arrestin complementation, luminescence; percent of melanotan II response, DMSO zero; activation, % at 8.9 µM; 0.98% of 360,000 active; AID 540308;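 active = activation above a per-plate cutoff, the mean activation of sample wells on that plate plus 3 SD, cut at about 8% in these data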
Target sequence (P32245 whole entry, looked up): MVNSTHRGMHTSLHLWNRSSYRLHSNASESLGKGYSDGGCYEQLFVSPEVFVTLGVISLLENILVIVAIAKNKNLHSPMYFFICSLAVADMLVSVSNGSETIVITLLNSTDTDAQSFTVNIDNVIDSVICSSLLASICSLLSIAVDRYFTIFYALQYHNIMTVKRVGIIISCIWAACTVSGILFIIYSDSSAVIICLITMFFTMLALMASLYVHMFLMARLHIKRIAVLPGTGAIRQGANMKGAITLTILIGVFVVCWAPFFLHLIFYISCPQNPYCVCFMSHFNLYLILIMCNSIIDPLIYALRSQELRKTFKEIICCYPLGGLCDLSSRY
TLR9-MyD88 block: inhibitors of human TLR9-MyD88 binding. 0.21% of 340,000 active. inhibition, % at 4.98 µM. AID 504734. Q9NR96+Q99836. CHO BLA complementation TLR9-MyD88, CCF4 FRET ratio;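 active = inhibition above the mean over all tested compounds plus 3 SD, cut at about 21% in these data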;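 also: 0% = DMSO only wells and 100% = clavulanate BLA inhibitor control wells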
MC4R antag cAMP: blocks human MC4R cAMP signaling; MC4R-expressing cells, MTII-stimulated cAMP, LANCE TR-FRET; inhibition, % at 6.5 µM; 0.48% of 360,000 active;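 active = inhibition above its plate's cutoff, the mean of tested wells on that plate plus 3 SD, cut at about 29% in these data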;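 also: 0% = Melanotan II alone and 100% = Melanotan II plus saturating MCL0020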
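System: U2OS-MC4R stable cell line; Technique: Eu-cAMP/anti-cAMP TR-FRET, emission 671 nm; Repeats: single well per compound; Also added: Melanotan II; Dosing: one concentration, 6.5 µM nominal; Schedule: 30-min compound, 1-h challenge, 1-h detection, room temperature.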
Glyco luc inh: blocks N-linked glycosylation in D54 reporter cells; D54 ERlucT glycosylation luciferase reporter, 24 h; percent of 100 nM tunicamycin response; 0.23% of 360,000 active; reporter increase, % at 12.5 µM;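 active = mean luciferase reporter signal, scaled so untreated is 0 and the glycosylation-blocking control 100, at or above a set limit in every replicate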;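 also: luciferase carries N-glycosylation sites so blocking glycosylation raises the light; 0% = median of neutral control wells and 100% = median of 100 nM tunicamycin wells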
SRC2 inh: human SRC2 (NCOA2) inhibition. Q15596. HEK293 GAL4-SRC2 luciferase reporter, luminescence. inhibition, % at 9 µM. 0.17% of 370,000 active;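 active = inhibition above the mean inhibition of all tested compounds plus 3 SD, set per campaign, cut at about 52% in these data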;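 also: 0% = DMSO treated cells and 100% = cells given Gossypol at 36 µM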
ABCB6 inh 2: inhibitors of human ABC transporter ABCB6. Q9NP58. K562-ABCB6 porphyrin accumulation, flow cytometry, 1 h; active compounds read low. fluorescence ratio to DMSO, % at 10 µM. 0.19% of 360,000 active;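 active = fluorescence ratio to DMSO below 75%, the collection mean minus 3 SD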;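 also: signal is porphyrin accumulated inside mitochondria; 100% equals median channel fluorescence of DMSO control wells; lower ratio means ABCB6 inhibition with less porphyrin fluorescence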
ABHD5-PLIN5 inh: inhibitors of human ABHD5-perilipin-5 interaction | Q00G26+Q8WTS1 | Split G. princeps luciferase complementation, luminescence, 4 h | inhibition, % at 4 µM | 0.78% of 360,000 active;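 active = inhibition above the mean inhibition across every tested compound plus 3 SD, cut at about 22% in these data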;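 also: 0% = DMSO only wells and the 100% control is not disclosed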
The depositor's hits bear a star; nt = no result given.

Results follow in this order: TLR9-MyD88 block | MC4R antag cAMP | Cardio protect | SRC2 inh | HTR2A ag | ABCB6 inh 2 | MC4R ag barr | NOD2-RIPK2 inh | Glyco luc inh | ABHD5-PLIN5 inh
- CCOc1cc2c(cc1/C=C/C(=O)O)OC(C)C2 (configuration not stated)
    -0.6 | 8.1 | -0.5 | -10.9 | 2.6 | 100.0 | 0.2 | -1.4 | 3.3 | -0.6
- NNc1nc2sc3c(c2c(=O)n1C1CCCCC1)CCN(Cc1ccccc1)C3
    -1.4 | 9.7 | -0.8 | -10.0 | -0.9 | 96.0 | -0.2 | -2.7 | 1.3 | -1.2
- COc1ccc(CCNC(=O)/C=C\c2ccccc2)cc1OC
    1.1 | 1.1 | 2.7 | 6.2 | 4.0 | 98.0 | -2.7 | -5.3 | -0.2 | 1.8
- COc1cccc(N2C(=O)CN(Cc3cc(OC)c(OC)c(OC)c3)C2=S)c1
    -2.7 | 1.2 | 1.7 | 9.3 | 13.3 | 95.0 | 0.2 | -4.0 | -2.6 | 1.2
- C[C@@H]1CN([C@@H](C)CO)C(=O)CCCn2nncc2CO[C@H]1CN(C)Cc1ccc(Oc2ccccc2)cc1
    -7.7 | 15.5 | 5.2 | 2.4 | -6.8 | 96.0 | 0.0 | -1.2 | -3.6 | -1.9
- CCOC(=O)c1cccc(NC(=O)c2cncc(Br)c2)c1
    13.2 | -2.2 | -2.5 | -27.8 | 2.5 | 103.0 | 4.1 | -4.7 | -1.8 | -0.8
- COC1OC2COC(c3ccccc3)OC2C(O)C1NC(C)=O (configuration not stated)
    -5.5 | 5.9 | 0.8 | 1.9 | 7.4 | 95.0 | 0.3 | 1.1 | -6.2 | 4.9
- COc1cccc(OCC(=O)N(C)Cc2nc(-c3ccccc3)no2)c1
    -1.3 | -1.3 | 2.2 | 4.3 | 11.3 | 102.0 | 1.1 | -8.0 | 0.4 | 4.1
- O=C(CCSc1ccccc1)OCn1nnc2ccccc2c1=O
    -3.4 | 22.5 | 13.4 | 13.2 | -2.1 | 93.0 | -0.8 | 0.6 | -0.9 | -4.5
- COc1cc(CN2CCCC(CO)(Cc3ccccc3)C2)ccc1O (configuration not stated)
    5.3 | 0.9 | 8.1 | -5.7 | -3.5 | 102.0 | 1.5 | -9.9 | -0.9 | 5.3

Another view of part of the listing above.
canonical_smiles	TLR9-MyD88 block	MC4R antag cAMP	Cardio protect	SRC2 inh	HTR2A ag	ABCB6 inh 2	MC4R ag barr	NOD2-RIPK2 inh	Glyco luc inh	ABHD5-PLIN5 inh
COc1cccc(OCC(=O)N(C)Cc2nc(-c3ccccc3)no2)c1	-1.3	-1.3	2.2	4.3	11.3	102.0	1.1	-8.0	0.4	4.1
O=C(CCSc1ccccc1)OCn1nnc2ccccc2c1=O	-3.4	22.5	13.4	13.2	-2.1	93.0	-0.8	0.6	-0.9	-4.5

The listing continues.
Results follow in this order: TLR9-MyD88 block | MC4R antag cAMP | Cardio protect | SRC2 inh | HTR2A ag | ABCB6 inh 2 | MC4R ag barr | NOD2-RIPK2 inh | Glyco luc inh | ABHD5-PLIN5 inh
- COc1ccc(CCNC(=O)c2cc(S(=O)(=O)N3CCCCC3)ccc2Cl)cc1
    -10.0 | 10.3 | -10.2 | -10.0 | 6.4 | 93.0 | -2.5 | -16.0 | -0.4 | -7.9
- CS(=O)(=O)N(CC(=O)N1CCC(C(N)=O)CC1)c1cc(C(F)(F)F)ccc1Cl
    6.9 | 11.5 | -2.4 | -63.8 | -2.5 | 98.0 | -1.1 | -4.1 | -0.2 | 0.4
- COc1ccc(CCNC(=O)CSc2nc3[nH]ncc3c(=O)n2-c2ccc(Br)cc2)cc1OC
    -1.6 | 13.0 | 8.1 | 20.2 | 4.0 | 102.0 | -0.1 | -5.2 | 2.1 | 3.1
- CC(OC(=O)c1ccc(Cl)nc1)C(=O)N1CCc2ccccc21 (configuration not stated)
    -13.3 | 16.8 | 2.7 | -5.2 | 4.6 | 99.0 | -1.5 | -1.4 | -0.6 | 2.0
- CCOc1ccc(Br)cc1C1=NN(C(C)=O)C(c2ccc([N+](=O)[O-])s2)O1 (configuration not stated)
    5.8 | -8.7 | 10.7 | -10.6 | -4.0 | 110.0 | -2.6 | -2.3 | 35.9* | 1.2
- O=C1SC(Cc2ccccc2)C(=O)N1c1ccccc1 (configuration not stated)
    nt | -0.7 | -10.1 | -6.6 | 0.5 | 94.0 | -1.9 | -2.1 | -1.2 | -1.9
- O=C(COc1ccc(Cl)cc1)OCC(=O)c1ccc[nH]1
    -0.6 | 4.6 | 3.8 | -2.7 | 0.1 | 104.0 | 0.2 | 0.7 | 3.5 | -5.9
- COc1ccc(-c2ccc(Nc3ccc(C(=O)N4CCOCC4)cc3)nn2)cc1OC
    -11.7 | -0.7 | 6.6 | -18.3 | -3.1 | 88.0 | -1.0 | -7.6 | 0.4 | 0.7
- CCCCCCc1cc2cc(/C(N)=N/NC(=O)c3ccncc3)c(=O)oc2cc1O
    -5.1 | 12.9 | -0.6 | 1.6 | 5.1 | 321.0 | 1.2 | -2.6 | -5.5 | -0.7
- CCn1cc(C(=O)NCC(C)C)c(=O)c2cc(F)c(N3CCN(C(=O)c4ccco4)CC3)cc21
    -6.6 | 7.3 | 39.6 | -21.9 | 0.6 | 93.0 | 0.1 | -2.5 | -1.0 | 0.4
- COC(=O)C1=C(C)OC(N)=C(C#N)C1c1c(C)nn(C)c1C (configuration not stated)
    1.7 | -5.2 | 9.5 | 20.1 | 4.3 | 102.0 | -1.8 | -11.7 | 0.6 | -2.0
- O=C(NCC1CCCO1)c1[nH]c(C(F)(F)F)nc1-c1ccccc1 (configuration not stated)
    nt | nt | 5.6 | 14.1 | -0.9 | 101.0 | nt | -8.1 | 0.9 | -4.0
- O=C(c1cccc(F)c1)N1CCN(CC2CC3C=CC2C3)CC1 (configuration not stated)
    -8.2 | -1.4 | 9.0 | -5.3 | 5.8 | 89.0 | -0.3 | -1.0 | 1.5 | 2.9
- CCCS(=O)(=O)N1CCN=C1SCc1cccc2ccccc12
    3.9 | -2.4 | -7.7 | -10.0 | 5.5 | 95.0 | -1.9 | -5.3 | 2.7 | -6.7
- O=S(=O)(Nc1nccs1)c1ccc(Nc2nnc(-c3ccccc3)c3ccccc23)cc1
    -0.6 | 1.4 | -8.0 | 4.4 | 0.2 | 101.0 | -0.2 | -3.8 | 0.0 | 10.6
- CCn1nc(NC(C)=O)c2cc3ccc(C)cc3nc21
    7.7 | -8.6 | 2.2 | 2.2 | -3.2 | 99.0 | -1.2 | -9.0 | 0.9 | -5.9
- O=C(C1=C[C@H](c2ccc3c(c2)OCO3)C[C@H](OCCCCO)O1)N1CCN(Cc2ccc3c(c2)OCO3)CC1
    -1.7 | 7.5 | 1.2 | -27.1 | -8.3 | 100.0 | -1.4 | 4.2 | -2.5 | 3.5
- CCN(CC)c1ccc(S(=O)(=O)N2CCOCC2)cc1NC(=O)Cn1nc(C)c([N+](=O)[O-])c1C
    8.5 | 7.5 | 9.4 | -1.8 | -0.9 | 95.0 | 1.9 | 9.0 | -0.9 | 7.8
- COc1ccc(CC2(CO)CCN(Cc3cnn(-c4ccc(F)cc4)c3)CC2)cc1
    1.6 | -1.3 | -3.0 | 9.2 | -7.0 | 98.0 | -1.6 | 3.7 | -1.6 | 2.0
- CCOc1ccc2[nH]c3c(=O)n(CCC4=CCCCC4)cnc3c2c1
    -2.5 | 5.3 | -1.9 | -25.7 | 2.9 | 100.0 | 5.9 | -7.2 | -1.2 | 0.0
- CN(Cc1cn[nH]c1-c1ccc(-c2ccccc2)cc1)CC1CCOCC1
    -9.0 | -5.6 | 9.6 | -50.3 | 3.3 | 93.0 | -1.6 | -1.6 | -3.9 | 2.5
- Cc1ccc(NC(=O)COC(=O)Cc2ccsc2)cc1S(=O)(=O)N1CCOCC1
    -5.2 | 22.5 | 0.3 | 4.3 | -1.1 | 95.0 | -1.8 | -3.1 | 0.9 | -2.2
- Clc1cccc(Cl)c1C[n+]1cccc2ccccc21
    -2.1 | 2.2 | -10.6 | -3.5 | 3.6 | 116.0 | -1.3 | -3.0 | 0.3 | -1.6
- Cc1occc1C(=O)NC1CCCc2ccccc21 (configuration not stated)
    8.2 | 8.4 | 2.9 | -13.0 | -0.9 | 96.0 | -1.8 | -2.4 | -0.4 | 0.7
- O=C(COC(=O)[C@H](Cc1c[nH]c2ccccc12)NC(=O)c1ccc(Cl)cc1)Nc1ccc2c(c1)OCO2
    -7.2 | 14.2 | -12.7 | -33.8 | 2.4 | 96.0 | -0.4 | 6.1 | 2.2 | -5.2
- COC(=O)C1=C(N)Oc2cc(C)[nH]c(=O)c2C1c1ccc(Cl)cc1 (configuration not stated)
    -2.6 | 3.5 | 1.8 | 1.8 | -7.0 | 97.0 | -0.2 | 0.6 | 2.3 | -0.4
- Cc1ccc(S(=O)(=O)NC2c3cccc4cccc(c34)C2Sc2n[nH]c(N)n2)cc1 (configuration not stated)
    -8.6 | 14.2 | -0.7 | 13.4 | 3.5 | 99.0 | 1.6 | -2.9 | -0.3 | -4.0
- O=S1(=O)CCOC[C@H](Cc2ccccc2)N1Cc1cccc(Cl)c1
    2.9 | 5.2 | -15.2 | 21.5 | 0.8 | 101.0 | -0.3 | 4.7 | -2.5 | -2.1
- COc1ccc(N2C(=O)C(CC(=O)Nc3ccccc3)N(Cc3cccs3)C2=O)cc1 (configuration not stated)
    -21.5 | 4.1 | -3.1 | -37.3 | 1.1 | 99.0 | -0.5 | 9.2 | -0.5 | 4.7
- CCCCOC(=O)Nc1ccccc1C(=O)OC
    -22.5 | -1.3 | 12.4 | 10.2 | 7.8 | 101.0 | 2.2 | 1.0 | -1.1 | -6.6
- O=C(NNc1nc2c(F)cccc2s1)C1COc2ccccc2O1 (configuration not stated)
    7.2 | 3.2 | 2.5 | -2.0 | 0.1 | 99.0 | -6.6 | -10.9 | -1.6 | 5.1
- CC(=O)Nc1ccc(S(=O)(=O)Nc2ccc(NC(=O)c3ccco3)cc2)cc1
    -3.5 | -8.6 | -5.9 | -9.6 | -1.0 | 104.0 | 2.6 | -14.4 | -1.3 | 8.2
- C#CC1(O)CCCC2C3CCC4CC(OC(C)=O)CCC4(C)C3C(=O)CC21C (configuration not stated)
    -2.7 | 5.9 | -3.2 | -0.9 | -5.5 | 96.0 | 3.7 | 13.2 | 1.2 | -3.0
- COc1ccc(NS(=O)(=O)c2ccc(-c3n[nH]c(=S)n3Cc3ccccc3)cc2)cc1
    5.2 | -2.8 | -7.1 | 4.3 | 7.0 | 96.0 | -0.3 | -19.5 | 0.1 | -3.9
- COC(C(=O)N/N=C(\C)c1ccc(O)cc1)c1ccccc1 (configuration not stated)
    -10.8 | 1.9 | -6.7 | -48.3 | -0.3 | 101.0 | 0.7 | -2.5 | 2.6 | -3.8
- COCc1ccc(-c2c(-c3cccc(OC)c3)sc3ccc(OC)cc23)cc1
    -10.2 | 10.0 | -1.1 | 10.0 | 1.7 | 102.0 | -1.2 | 2.9 | 0.0 | -5.1
- COc1ccccc1NC(=O)NCC(=O)Nc1c(C)cccc1C
    2.9 | 5.5 | 5.2 | 15.7 | -1.1 | 86.0 | -2.5 | -2.5 | 2.0 | -11.9

High-throughput results as filed in PubChem BioAssay.

A portion of the library, so the mix of outcomes need not match the whole.
